# HP1b binding inh: HP1-beta chromodomain-methylated histone interaction inhibition. Potency, µM (series often up to 114 µM), for inactives: at the highest dose activity change, negative = inhibition, hits mostly inhibitors. AlphaScreen HP1-beta / biotin-H3K9me3 peptide binding. P83916. 390,000 tested, 0.56% active; further: potency means the concentration at half of the fitted maximal effect; nearly all actives have a fitted effect of over 70% in size; inactives centre near 23
#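 HP1-beta protein (50 nM final) preincubated 30 min at room temperature with biotinylated H3(1-18)K9me3 peptide (50 nM) in PBS pH 7.4, 0.01% Tween-20, then compound added for 30 min. AlphaScreen streptavidin donor/nickel chelate acceptor beads (10 ug/mL final), 30 min dark, luminescence read.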
# rTrxR1 inhibitor: inhibitors of rat thioredoxin reductase 1. recombinant rTrxR1, NADPH fluorescence consumption, selenite substrate. Potency, µM (highest dose often 114 µM), without a hit: top-dose activity change, negative = inhibition, most hits filed as inhibitors. AID 588453. 390,000 tested, 1% active. O89049; further: potency means the concentration at half of the fitted maximal effect; on the % scale 0 is the no-effect control and ±100 the full control effect; nearly all actives have a fitted effect of over 65% in size
#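 Rat TrxR1 (90 nM in the dispensed reagent) was pre-reduced with 400 uM NADPH for 5 min at room temperature, then incubated with compound for 15 min. After 400 uM selenite was added, NADPH fluorescence (Ex 340/Em 450 nm) was followed for 8 min.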
# USP1-UAF1 inh: USP1/UAF1 (human) deubiquitinase inhibition; O94782; 390,000 tested, 0.23% active; AID 743255; Potency, µM (series often up to 57.1 µM), inactives show top-dose activity change, negative = inhibition, usual class: inhibitors; recombinant USP1/UAF1, Ub-Rhodamine cleavage fluorescence; further: potency means the concentration at half of the fitted maximal effect; on the % scale 0 is the no-effect control and ±100 the full control effect; nearly all actives have a fitted effect of over 60% in size; inactives centre near -12
#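 Step one: compound is pinned into 1nM USP1/UAF1 in HEPES pH 7.8 buffer with TCEP. Step two: 15 min room-temperature incubation. Step three: Ub-Rho (150nM final) starts cleavage, tracked by fluorescence over six one-minute reads.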
# TrxR1 substrate: substrates of rat thioredoxin reductase 1; O89049; purified TrxR1 substrate turnover, NADPH consumption readout; Potency, µM (doses to about 114 µM), for the others: at the top dose activity change, negative = substrate turnover; 390,000 tested, 0.01% active; further: potency means the concentration at half of the fitted maximal effect; on the % scale 0 is the no-effect control and ±100 the full control effect; nearly all actives have a fitted effect of over 50% in size
#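 Rat TrxR1, dispensed at 90 nM, was prereduced with 400 uM NADPH (final) for 5 min at ~22 deg C, then incubated with compound 15 min before 400 uM selenite. A first-read NADPH fluorescence drop versus no-compound background flagged substrates.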
# PI4K2A inh: inhibitors of human PI4K2A; AID 1346378; purified PI4K2A, ADP-Glo luminescence, 1 h; active compounds read low; activity change, negative = inhibition, % at 76.9 µM; 420,000 tested, 0.13% active; in the data active means activity change below about -50%; inconclusive means mostly about -30% to -49%;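 further: -100% = wells without enzyme as full effect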
# Target sequence (Q9BTU6 whole entry, looked up): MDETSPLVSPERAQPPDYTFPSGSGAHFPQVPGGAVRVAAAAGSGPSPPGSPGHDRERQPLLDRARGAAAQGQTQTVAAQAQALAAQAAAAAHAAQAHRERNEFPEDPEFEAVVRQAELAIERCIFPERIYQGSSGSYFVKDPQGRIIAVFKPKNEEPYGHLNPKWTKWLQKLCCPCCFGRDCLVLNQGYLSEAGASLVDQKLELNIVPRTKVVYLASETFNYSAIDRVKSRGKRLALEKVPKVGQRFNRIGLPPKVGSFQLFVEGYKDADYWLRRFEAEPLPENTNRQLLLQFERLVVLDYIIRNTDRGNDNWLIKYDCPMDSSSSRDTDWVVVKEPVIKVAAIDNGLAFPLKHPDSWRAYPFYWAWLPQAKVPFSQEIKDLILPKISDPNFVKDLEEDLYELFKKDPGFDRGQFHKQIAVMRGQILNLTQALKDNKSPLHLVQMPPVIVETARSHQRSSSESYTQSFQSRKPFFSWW
#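 PI4K2A activity was measured by ADP-Glo luminescence: enzyme (4 ug/mL stock) and phosphatidylinositol (1.2 mM stock) in Tris pH 7.5/MgCl2/EGTA/Triton X-100 buffer were reacted with ATP (300 microM stock) for one hour at ambient temperature.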
# Pin1 inhibitor: human Pin1 inhibition; AID 504891; Potency, µM (doses to about 115 µM), for the others: top-dose activity, negative = inhibition, hits mostly inhibitors; Q13526; 390,000 tested, 0.009% active; Pin1 FP peptide displacement, HiFluor488, 10 min; active means well fitted inhibition curve with a large enough effect in the polarisation, with a control signal flat, not every such curve was filed as active; inconclusive means small, poorly fitted or top-dose-only effect, or effect the other way, or a change in a side signal; inactive means no such curve, though single readings can be large or run the other way; the % refers to the polarisation; further: potency means the concentration at half of the fitted maximal effect; on the % scale 0 is the no-effect control and ±100 the full control effect
# Target sequence (Q13526 whole entry, looked up): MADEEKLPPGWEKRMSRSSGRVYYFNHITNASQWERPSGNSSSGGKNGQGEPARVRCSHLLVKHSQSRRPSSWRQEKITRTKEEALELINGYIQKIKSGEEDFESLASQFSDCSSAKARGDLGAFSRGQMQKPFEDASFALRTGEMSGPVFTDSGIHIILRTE
# mIDH1 inhibitor: inhibitors of human mutant IDH1 R132H. 390,000 tested, 0.093% active. AID 602179. Potency, µM (titrated, usually from 76.6 µM), inactives show at the top dose activity change, negative = inhibition, most hits filed as inhibitors. IDH1-R132H enzyme, NADPH consumption, diaphorase/resazurin fluorescence. O75874; further: potency means the concentration at half of the fitted maximal effect; on the % scale 0 is the no-effect control and ±100 the full control effect; nearly all actives have a fitted effect of over 65% in size
#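 IDH1-R132H (0.5 ug/mL dispensed) in pH 7.5 Tris buffer was preincubated 30 min with compound, then given a substrate mix of 0.016 mM NADPH and 2 mM alpha-KG for 80 min at room temperature; remaining NADPH was read by diaphorase/resazurin fluorescence.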
# GLS inhibitor: inhibitors of human glutaminase (GLS) | O94925 | GLS enzymatic activity, qHTS titration | Potency, µM (series often up to 45.5 µM), for the others: at the top dose activity change, negative = inhibition, usual class: inhibitors | 410,000 tested, 0.21% active | AID 624170; further: potency means the concentration at half of the fitted maximal effect; on the % scale 0 is the no-effect control and ±100 the full control effect
#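 Glutamate formation by hKGA was monitored fluorometrically using coupled glutamate oxidase, HRP and Amplex Red. Substrate was added as 1 mM L-glutamine solution; incubation was 30 min at RT after an initial read.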
# PGK inhibitor: blocks T. brucei phosphoglycerate kinase. PGK/GAPDH coupled, Kinase-Glo luminescence, 60 min. AID 602233. P07378. 380,000 tested, 0.043% active. Potency, µM (series often up to 57.5 µM), without a hit: at the top dose activity change, negative = inhibition, hits mostly inhibitors; further: potency means the concentration at half of the fitted maximal effect; on the % scale 0 is the no-effect control and ±100 the full control effect; nearly all actives have a fitted effect of over 60% in size
# Target sequence (P07378 whole entry, looked up): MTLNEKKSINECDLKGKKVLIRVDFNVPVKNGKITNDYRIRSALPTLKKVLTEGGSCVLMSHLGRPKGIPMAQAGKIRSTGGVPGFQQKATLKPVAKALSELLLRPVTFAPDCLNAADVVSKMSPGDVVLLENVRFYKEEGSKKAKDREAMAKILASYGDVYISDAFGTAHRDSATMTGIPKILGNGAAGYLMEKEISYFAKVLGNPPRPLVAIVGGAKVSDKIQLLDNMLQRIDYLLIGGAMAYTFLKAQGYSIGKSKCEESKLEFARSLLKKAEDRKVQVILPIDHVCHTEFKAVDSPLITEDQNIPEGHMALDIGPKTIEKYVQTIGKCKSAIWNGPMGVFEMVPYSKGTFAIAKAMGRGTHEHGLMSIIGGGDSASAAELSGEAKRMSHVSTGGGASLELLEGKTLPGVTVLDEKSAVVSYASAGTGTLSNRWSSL
#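 Luminescent ATP detection (Kinase-Glo Plus) follows a 60-minute room-temperature incubation, with wells lacking PGK as controls. Buffer: 100 mM TEA (pH 7.6), 5 mM MgCl2, 0.01% Tween-20. Coupling enzyme GAPDH (100 nM final) supplies unstable 1,3-BPG in-well.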
# * = called active by the depositor; i = inactive; u = inconclusive; x = no result given; & = joins results of further samples; [ ] = dose if it differs, or a comment. Unless noted, the call rests on the fitted dose curve; in most records, active means well fitted curve in the direction sought with a large enough effect; inconclusive means small, poorly fitted or top-dose-only effect, or another doubt; inactive means no such curve, though single readings can be large; an effect the other way counts as inactive or inconclusive. An excerpt; the hit share may differ from the screen's.
HP1b binding inh,rTrxR1 inhibitor,USP1-UAF1 inh,TrxR1 substrate,PI4K2A inh,Pin1 inhibitor,mIDH1 inhibitor,GLS inhibitor,PGK inhibitor,compound
17%,8%[11.4 µM],25µM*,8%[57.1 µM],21,u,3%,-17%,i,CC(=O)Oc1oc(-c2ccccc2)nc1C=Nc1ccc(N(C)C)cc1
33%,-6%[11.4 µM],-7%,-8%[11.4 µM],0,-6%,3%,0%,i,CCc1c(C)nc2cc(-c3ccc(OC)c(OC)c3)nn2c1N1CCC(C)CC1
28%,22%,-26%,6%,-5,43%[activator],6%,3%,-9%,CC(NC(=O)Cc1ccc(S(=O)(=O)N2CCCCC2)cc1)c1ccccc1 (centres undefined)
-8%,3%,-24%,0%,-3,6%,-7%,u,-7%,Cc1cc(C(=O)OCC(=O)NC(C)C)c2ccccc2n1
27%,-8%,-15%,12%,1,4%,0%,8%,-3%,Cc1cc(C(=O)NNC(=O)c2ccccc2[N+](=O)[O-])c(C)o1
8%,-16%,-21%,-5%,-4,0%,4%,-6%,-10%,COc1nccnc1NS(=O)(=O)c1ccc(NC(=S)NC(=O)c2cccnc2)cc1
18%,11%,2%,6%,-3,0%,-2%,3%,-1%,CCCC1CC(C(=O)NC(C(C)Cl)C2OC(SC)C(O)C(O)C2O)N(C)C1 (centres undefined)
-3%,8%[57.1 µM],0%,2%,-6,0%,0%,-13%,-4%,COc1cccc(/C=N/N=C(\N)c2nonc2N)c1O
29%,15%,-13%,-2%,0,1%,0%,0%,2%,CCn1nnnc1NCc1ccc(SC)cc1
10%,10%[57.1 µM],-4%,1%[57.1 µM],-1,-1%,10%,0%,-2%,O=C(CN1c2cccc3cccc(c23)S1(=O)=O)Nc1ccccc1F
-9%,-8%&5%,u,-11%&3%,3,u,7%,12%,7%,O=C1[C@H]2[C@H](C=CC[C@H]2C(=O)N2CCN(c3ccccc3)CC2)CCN1Cc1ccc(Cl)c(Cl)c1
x,x,-15%,x,0,x,0%,-2%,i,O=C(CCl)NC1(C(=O)O)CCCC1
44%[activator],8%,-12%,-2%,-2,2%,20%,13%,9%,CCOC(=O)c1cc(OC(=O)c2cccc(F)c2)n(-c2ccccc2)n1
42%[activator],24%[11.4 µM],u,11%[11.4 µM],1,-6%,3%,7%,5%,Cc1ccc(CN2CCNC(=O)C2CC(=O)N(Cc2c(C)nn(C)c2C)C2CC2)o1 (centres undefined)
15%,-6%[57.1 µM],-16%,-7%[57.1 µM],-4,u,0%,19%,-3%,COc1cc(/C=N/NC(=O)c2ccc(C)nc2)cc([N+](=O)[O-])c1O
17%,8%,-1%,-1%,-1,8%,-11%,16%,-4%,O=S(=O)(c1cc(Cl)cc(Cl)c1O)N1CCC2(CC1)OCCO2
17%,25%,3%,-1%,-3,3%,3%,-7%,-7%,O=C(NCCc1nc2ccccc2[nH]1)c1ccc(F)cc1
x,x,-27%,x,-1,x,8%,-4%,i,CC1(c2ccc(Cl)cc2)NC(=O)N(CC(=O)Nc2ccc3c(c2)OCO3)C1=O (centres undefined)
-14%,-4%,6%,-6%,-4,2%,-4%,2%,-4%,c1ccc(-n2nnnc2SCc2cn3ccccc3n2)cc1
83%[activator],16%[57.1 µM],-8%,4%[57.1 µM],-3,5%,-2%,-2%,3%,Cc1ccc(COC(=O)c2cccc(S(=O)(=O)N3CCCCC3)c2)cc1
34%,17%,u,1%,-3,2%,-3%,1%,4%,Cn1cnc(S(=O)(=O)Nc2ccc(OC(F)(F)F)cc2)c1
u,-9%,-7%,0%,-1,5%,4%,u,2%,Oc1ccc(-c2cnns2)c(O)c1
x,x,-18%,x,-3,x,15%,29%,2%,C[C@@H]1CCCCO[C@@H](CN(C)Cc2ccccc2)[C@@H](C)CN([C@H](C)CO)C(=O)c2cc(N(C)C)ccc2O1
25%,8%,-17%,-3%,0,-5%,4%,-9%,-2%,Nc1nc(SCC(=O)N2CCCCC2)[nH]c(=O)c1NC(=O)c1cccs1
17%,14%,-20%,0%,-2,-2%,-9%,0%,i,O=C(NCc1ccccc1Br)c1ccc2nc(N3CCCCC3)sc2c1

# New compounds follow.
HP1b binding inh,rTrxR1 inhibitor,USP1-UAF1 inh,TrxR1 substrate,PI4K2A inh,Pin1 inhibitor,mIDH1 inhibitor,GLS inhibitor,PGK inhibitor,compound
47%,u,-21%,-6%,3,-20%,0%,-1%,1%,COc1ccccc1C(=O)N(Cc1ccco1)C1CCS(=O)(=O)C1 (centres undefined)
25%,29%,-2%,138%[activator],-4,-6%,-6%,-23%,i,Nc1cc(Cl)ccc1C(=O)OCC(=O)NCC1CCCO1 (centres undefined)
44%[activator],19%,-1%,41%[activator],-3,u,1%,1%,4%,O=C1c2ccc(-c3ccc4c(c3)C(=O)N(CCO)C4=O)cc2C(=O)N1CCO
10%,2%,-22%,-6%,1,u,-8%,8%,i,Cc1c(O)ccc(/C(Cc2ccc3ccccc3n2)=N\N)c1O
22%,-1%,-22%,-1%,-1,0%,6%,6%,i,CCn1cc(C(=O)O)c(=O)c2cc(F)c(N/N=C/c3ccccc3)cc21
19%,10%[57.1 µM],-15%,10%[57.1 µM],u,0%,2%,4%,-6%,O=S(=O)(N1CCOCC1)N1CCCN(S(=O)(=O)N2CCOCC2)CC1
57%[activator],8%,-17%,-6%,3,-7%,-3%,-6%,2%,CCOc1ccc2nc(SCC(=O)NCc3ccc(S(N)(=O)=O)cc3)sc2c1
6%[57 µM],6%,-4%,1%,2,2%,4%,2%,-2%,Cc1nn(Cc2c(Cl)cccc2Cl)c(Cl)c1/C=N/NC(=O)c1cccnc1
7%,10%,-9%,5%,-4,0%,6%,17%,-2%,O=C(Cn1nnc2ccccc2c1=O)Nc1ccc2c(c1)CCC2
9%,12%,-21%,5%,-2,-4%,1%,0%,9%,COc1ccc(N2CCN(C(=O)c3ccc(N4C(=O)NC5CC4(C)Oc4ccccc45)cc3)CC2)cc1 (centres undefined)
37%,10%,-16%,1%,-3,-5%,9%,13%,i,O=C(NNS(=O)(=O)c1ccc(F)cc1)c1ccc2c(c1)OCO2
7%,27%,-7%,55%[activator],0,0%,2%,2%,-1%,OC1(c2ccc(Cl)c(Cl)c2)C[n+]2ccccc2N1Cc1ccccc1 (centres undefined)
19%,14%,-3%,6%,0,-13%,1%,1%,6%,CC1CCCCC1NC(=O)c1cc(=O)[nH]c2ccccc12 (centres undefined)
-2%,3%,-18%,1%,-5,-5%,13%,u,-1%,O=C(Nc1sc2c(c1C(=O)NCCO)CCCC2)c1ccco1
25%,29%,-20%,9%,-3,0%,-5%,-7%,1%,CC(C(=O)Nc1ccc(Cl)cc1)N1C(=O)NC2(CCCC2)C1=O (centres undefined)
3%,2%[57.1 µM],-2%,10%[57.1 µM],7,-10%,14%,2%,-2%,COC(=O)c1ccc(CO/N=C/c2cccc([N+](=O)[O-])c2)cc1
20%,3%,-15%,-8%,-4,27%,14%,-2%,-11%,CCc1ccc(OCC(=O)N/N=C/c2cc([N+](=O)[O-])ccc2N2CCOCC2)cc1
60%[activator],5%,-16%,-3%,4,-5%,9%,3%,i,Cc1ccc(NC(=O)N2CCC(O)(c3ccc(Cl)cc3)CC2)cc1
34%,-17%,-5%,-9%,3,-2%,4%,4%,7%,CC1=C(C(=O)OC(C)C)C(c2cccs2)NC(=O)N1 (centres undefined)
23%,10%,-21%,-6%,-4,-11%,-5%,-19%,-13%,Cc1cn2c(=O)c(C(=O)NCc3ccc4c(c3)OCO4)cnc2s1
36%,3%,-9%,-9%,-3,-1%,-8%,1%,-4%,O=C(CNS(=O)(=O)c1ccc(Cl)c(C(F)(F)F)c1)NC1CCCCC1
70%[activator],-3%,-4%,34%[activator],-3,4%,17%,-1%,i,COc1ccc(-n2nc3ccc(NC(=O)c4cccc(OCCC(C)C)c4)cc3n2)cc1
60%[activator],-14%,-24%,-8%,-1,-4%,8%,2%,-1%,Cc1nnc(SCC(=O)Nc2ccc3c(c2)COC3=O)n1-c1ccccc1
28%,3%[57.1 µM],2%,3%[57.1 µM],-2,8%,4%,1%,-8%,COc1ccc(-c2nc3c4ccccc4ccn3c2C=O)cc1
27%,4%,-26%,-6%,0,-6%,3%,6%,-6%,CC(Sc1nc2ccccc2[nH]1)C(=O)Nc1ccccc1F (centres undefined)
26%,-7%[11.4 µM],-15%,1%[11.4 µM],3,1%,-3%,-15%,-6%,O=C(NCc1ccccc1F)c1cccs1
2%,-60%,-6%,5%[57.1 µM],-6,u,-1%,8%,-7%,CC(=O)OCC1=C(C(=O)O)N2C(=O)C(NC(=O)CCn3nc(C(F)(F)F)c(Br)c3C3CC3)C2SC1 (centres undefined)

# Pulled one by one from the list above, two records:
HP1b binding inh,rTrxR1 inhibitor,USP1-UAF1 inh,TrxR1 substrate,PI4K2A inh,Pin1 inhibitor,mIDH1 inhibitor,GLS inhibitor,PGK inhibitor,compound
34%,-17%,-5%,-9%,3,-2%,4%,4%,7%,CC1=C(C(=O)OC(C)C)C(c2cccs2)NC(=O)N1 (centres undefined)
60%[activator],-14%,-24%,-8%,-1,-4%,8%,2%,-1%,Cc1nnc(SCC(=O)Nc2ccc3c(c2)COC3=O)n1-c1ccccc1

# Screening results (PubChem BioAssay)
